# AID inh = blocks human AID cytidine deaminase activity; AID deamination FRET fluorescence, UDG-coupled, 4 h; Potency, µM (doses to about 115 µM), for the others: top-dose activity change, negative = inhibition, most hits filed as inhibitors; 91,000 compounds, 0.32% hits; AID 1347428; further: nearly all actives have a fitted effect of over 25% in size
# Target sequence (Q9GZX7 whole entry, looked up): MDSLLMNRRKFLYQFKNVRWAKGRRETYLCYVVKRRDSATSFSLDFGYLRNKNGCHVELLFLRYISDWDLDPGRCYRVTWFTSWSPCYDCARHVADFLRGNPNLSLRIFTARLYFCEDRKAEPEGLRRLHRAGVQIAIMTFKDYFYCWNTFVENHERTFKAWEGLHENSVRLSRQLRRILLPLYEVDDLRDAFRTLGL
# UDG counter = counter-screen for AID inhibitors: uracil-DNA glycosylase inhibition; 91,000 compounds, 0.14% hits; AID 1347430; Potency, µM (titrated, usually from 115 µM), inactives show top-dose activity change, negative = inhibition, most hits filed as inhibitors; FRET deamination/UDG coupled assay, UDG read, 4 h; further: nearly all actives have a fitted effect of over 65% in size
# * marks the source's active call; other numbers are inactive results; u = inconclusive; & = joins results of further samples; [ ] = remark or other dose. The call rests on the fitted dose curve; in most records, active means well fitted curve in the direction sought with a large enough effect; inconclusive means small, poorly fitted or top-dose-only effect, or another doubt; inactive means no such curve, though single readings can be large; an effect the other way counts as inactive or inconclusive. On the % scale 0 is the no-effect control and ±100 the full control effect; potency means the concentration at half of the fitted maximal effect. The list is partial; the hit share may differ from the screen's.
SMILES,AID inh,UDG counter
Cc1cccc2c(=O)c(-c3ccc4c(c3)OCO4)c(NC(=O)c3ccc(F)cc3)oc12,5%,6%
O=c1oc2ccc3ccccc3c2cc1-c1ccccc1,3%,11%
Cc1cc(=O)[nH]c2nnc(SCc3ccc(C(F)(F)F)cc3)n12,-1%,-3%
CCc1nnc(NC(=O)Cc2c(C)c3ccc(OC)c(OC)c3oc2=O)s1,-16%,-5%
COc1cccc(-n2c(SCC(=O)N3CCc4ccccc43)nc3c([nH]c4ccccc43)c2=O)c1,17%,8%
FC(F)(F)c1cccc(CSc2nnc(-c3cccnc3)n2-c2ccc(Br)cc2)c1,-23%,2%
CCC(C)NC(=O)c1sc2nc(C)c(C(=O)Nc3ccc(C)cc3C)c(-c3ccc(Cl)cc3)c2c1N (centres undefined),2%,-4%
O=C(COC(=O)/C=C/c1cccc2cccnc12)Nc1ccc(O)cc1,-19%,-7%
O=C(Nc1cccc(C(F)(F)F)c1)C(=Cc1cccc(Oc2ccccc2)c1)C(=O)Nc1cccc(C(F)(F)F)c1,-7%,-11%
COc1ccc(-c2cc(C(=O)NCCc3ccc(Cl)cc3)[nH]n2)cc1,-10%,-5%
Cc1ccccc1Nc1cc(C(=O)NC2CCCCC2)c2ccccc2n1,5%,-11%[57.5 µM]
CCOC(=O)c1cc(-c2ccccc2)n(-c2cccc(C(=O)N(CC)c3ccccc3)c2)c1C,-26%,49%[activator]
CC(=O)c1cccc(NC(=O)c2sc(-n3nc(C)c(Cc4ccccc4)c3C)nc2C)c1,3%,3%
CCC(=O)N1CCc2cc(Br)cc(S(=O)(=O)N3CCC(C(=O)N(CC)CC)CC3)c21,-8%,-3%[57.5 µM]
CCCc1cc(=O)oc2c(C)c(OC/C=C(\C)CCC=C(C)C)ccc12,-10%,-1%
Cc1ccc(CNC(=O)CSc2nc(=O)n(Cc3ccco3)c3c2CCC3)cc1,-18%,36%[activator]
CCC(C)NC(=O)Nc1c(NC)c2ccccc2oc1=O (centres undefined),-6%,0%
CC(C)Nc1nc(C(=O)Nc2ccc3[nH]ccc3c2)cs1,5%,-15%
O=C(COc1ccccc1)Nc1nc(-c2ccc(Br)s2)ns1,2%,-8%
Cn1ccc2ccc(C(=O)N3CCC(C(N)=O)CC3)cc21,6%,-6%
CC(C)c1noc(C(C)Nc2ccc3oc(C(C)(C)C)nc3c2)n1 (centres undefined),4%,-6%
Cc1nc(-c2cccc(NC(=O)Nc3ccc([N+](=O)[O-])cc3)c2)no1,-3%,-17%
CC(=O)c1ccc(N2CCN(S(=O)(=O)c3cc(-c4onc(C)c4C)ccc3C)CC2)cc1,-4%,-4%
CC(C)C(=O)Nc1ccccc1Br,0%,3%
CCOC(=O)CNc1nc(-c2ccccc2)c2cc(C)ccc2n1,-20%,-14%

# (more compounds)
SMILES,AID inh,UDG counter
COc1ccc(C)cc1-n1nnc(-c2nc(-c3ccccc3)no2)c1N,-3%,-16%
CCCn1nnc(NCc2cccc(Cl)c2)n1,-4%,1%
COc1cccc(C2C(C(N)=O)=C(C)Nc3nc(CCCO)nn32)c1 (centres undefined),0%&3%,2%&0%
CCOc1ccc(NC(=O)CSc2oc(-c3ccco3)nc2S(=O)(=O)c2ccc(C)cc2)cc1,16%,-14%
Brc1ccc2[nH]c3c(c2c1)CCCCC3,6%,-13%
COCCCNC(=O)c1sc2nc(C)c(C(=O)Nc3ccc(C)cc3C)c(-c3ccc(Br)cc3)c2c1N,-17%,-1%
CCOC(=O)c1cc2ccccc2cc1O,6%,6%
Cc1cccc(N2CCN(C(=O)c3cc4c(=O)oc5ccccc5c4s3)CC2)c1C,10%,-6%
COc1cccc2cc(-c3cn4c(n3)sc3cc(F)ccc34)c(=O)oc12,-2%,-6%
COc1ccc(C2c3cc(OC)c(OC)cc3CC(=O)N2c2ccc(C)cc2)cc1 (centres undefined),-20%,0%
O=C(O)C1Cc2ccccc2S1 (centres undefined),3%,-2%
O=C(Nc1nc(C23CC4CC(CC(C4)C2)C3)cs1)c1cc(-c2ccncc2)nc2ccccc12,-7%,0%
COc1cc(NC(=O)C(=O)Nc2ccc3nc4n(c(=O)c3c2)CCCCC4)cc(OC)c1OC,-5%,-10%[57.5 µM]
Cc1cc(C)c2nc(SCC(=O)N(C)C)cc(C)c2c1,1%,6%
O=C(O)c1cccc(Nc2ncnc3scc(-c4ccccc4)c23)c1,0%,3%
COCCCn1c(-c2ccccc2Cl)n[nH]c1=S,-4%,-5%
O=C(O)c1ccc(N2C(=O)C/C(=C/c3c[nH]c4ccccc34)C2=O)cc1,3%,2%
COc1ccc(C(=O)/C=C/c2ccc(N)cc2)cc1,-15%,-6%
O=C(Nc1ccc(F)c(F)c1)C1CCCN(S(=O)(=O)c2cccc3nonc23)C1 (centres undefined),24%,8%
N#C/C(=C/c1ccc(C#N)cc1)C(=O)Nc1ccc(N2CCOCC2)cc1,-3%,-8%
CCOc1ccc(NC(=O)Cn2c(C)ccc(C#N)c2=O)cc1,23%,-4%
O=C(N/N=C/c1cccs1)c1ccncc1,0%,-4%
Cc1ccc(C(=O)NC(CC(=O)O)c2cccs2)o1 (centres undefined),-1%,4%
C/C(=N/N=C(c1ccccc1)c1ccccc1)c1ccncc1,-11%,-3%
Cc1ccc(C2C(=O)N(C3CCCCCC3)CC(=O)N2CCC2=CCCCC2)cc1 (centres undefined),-2%,-6%[57.5 µM]

# Full records, quoted from the list. Order of values: AID inh | UDG counter
# `CCOc1ccc(NC(=O)Cn2c(C)ccc(C#N)c2=O)cc1` is listed with 23% | -4%
# `O=C(O)c1cccc(Nc2ncnc3scc(-c4ccccc4)c23)c1` is listed with 0% | 3%

# Further structures follow:
SMILES,AID inh,UDG counter
Cc1cccc(NC(NC(=O)C(C)C)(C(F)(F)F)C(F)(F)F)c1,7%,9%
Cn1c(NC2CCCC2)nc2c1c(=O)n(Cc1ccc(Cl)cc1)c(=O)n2C,-15%,-6%
O=C(/C=C/Nc1ccc(F)cc1)C(F)(F)F,-5%,-1%
Cc1ccc(NC(=O)Nc2nnc(SCC(=O)Nc3ccc(F)cc3F)s2)cc1,-6%,3%
CC(O)CSc1nc2c(c(=O)[nH]c(=O)n2C)n1Cc1ccccc1Cl (centres undefined),-11%,6%
CC1=C(C#N)C(c2ccccc2)C2=C(CC(C)(C)CC2=O)N1 (centres undefined),-3%,9%
Cc1cccc(NC(=O)C2CCC(CNS(=O)(=O)c3csc(C(N)=O)c3)CC2)c1C (centres undefined),7%,26%
CC(C)(C)OC(=O)N1CCC(c2c(C(=O)NCc3ccco3)cnn2-c2ccc(F)cc2F)CC1,5%,-17%
CCOC(=O)C1CCCN(C(=O)c2ccc3c(c2)N(Cc2ccc(Cl)cc2)C(=O)c2ccccc2S3=O)C1 (centres undefined),-1%,-2%
O=C(c1ccccc1Cl)N1CCN(CCc2ccccn2)CC1,28%[57.5 µM],-2%[57.5 µM]
CCS(=O)(=O)c1ncc(Cl)c(C(=O)Nc2c(C(=O)Nc3cccc(C)c3)oc3ccccc23)n1,-10%,-19%
CCOc1ccc(NC(=O)CSC2=Nc3ccccc3C3=NC(CC(=O)NCc4ccco4)C(=O)N23)cc1 (centres undefined),u,u
CCOc1ccc(Nc2nc(-c3cccc(Cl)c3)c3c(n2)-c2ccccc2OC3)cc1,-6%,-15%
COc1cccc(-n2cc(C(=O)NCc3ccccc3OC)c3ccccc3c2=O)c1,u,6%
Cc1ccc(C(=O)c2oc3ccccc3c2NC(=O)Cc2ccccc2)cc1,u,-16%
O=C(CN1C(=O)COc2ccc(S(=O)(=O)N3CCCCCC3)cc21)NCc1ccc(Cl)cc1,-9%,-6%
Cc1ccc2c(c1)C(c1ccccc1)N(C(=O)c1ccc(S(=O)(=O)N3CCCC3)cc1)CC(=O)N2 (centres undefined),-13%,-11%
O=C(CN1C(=O)c2cccnc2Oc2ccc(Cl)cc21)NCCCN1CCCCC1,2%,-2%
COc1ccc(N2CCN(C(=O)c3ccc4c(c3)N(Cc3cccc(Cl)c3)C(=O)c3ccccc3S4(=O)=O)CC2)cc1,-11%,-8%[57.5 µM]
CCN(Cc1nc2ccccc2c(=O)[nH]1)C(=O)CNC(=O)c1ccc(C(F)(F)F)cc1,-4%,-7%
COCCN(Cc1cccs1)C(=O)CC1C=CCC1 (centres undefined),-6%,-5%
CCC(C)NS(=O)(=O)c1ccc(N2C(=O)CCS2(=O)=O)cc1C (centres undefined),-1%,0%
C=C(C)C1CC=C(C)/C(=N/NC(=O)Nc2ccccc2)C1 (centres undefined),-9%&-2%,-9%&2%
Nc1cccc(C(=O)/C=C/c2ccc(Cl)cc2Cl)c1,u,-23%
Cc1cc(C)c(NC(=O)Cn2nnc(S(=O)(=O)c3ccc(C)c(C)c3)c2N)c(C)c1,14%,5%

# Quoted at random: 3 entries already listed
SMILES,AID inh,UDG counter
Cc1cc(C)c(NC(=O)Cn2nnc(S(=O)(=O)c3ccc(C)c(C)c3)c2N)c(C)c1,14%,5%
CCC(C)NS(=O)(=O)c1ccc(N2C(=O)CCS2(=O)=O)cc1C (centres undefined),-1%,0%
O=C(CN1C(=O)COc2ccc(S(=O)(=O)N3CCCCCC3)cc21)NCc1ccc(Cl)cc1,-9%,-6%

# The results go on:
SMILES,AID inh,UDG counter
CC(NC(=O)c1ccc(F)cc1)c1cccc(NS(C)(=O)=O)c1 (centres undefined),2%,2%
Cc1ccccc1NS(=O)(=O)c1ccc2[nH]cc(C(=O)NC(C)c3ccccc3)c(=O)c2c1 (centres undefined),-5%,-5%[57.5 µM]
Cc1ccc(Sc2ccc(N3CCCC(C(=O)Nc4ccc(F)cc4)C3)nn2)cc1 (centres undefined),-7%,-1%
O=C(CSc1nnc(-c2ccccc2)c(-c2ccccc2)n1)NCCc1ccccc1,-21%,11%
Cc1ccc(-c2cc3c(n2-c2ccc(F)cc2)CC(C)(C)CC3=O)cc1,-7%,-11%
Cc1ccc(C)c(NC(=O)C(C)N(c2ccccc2)S(C)(=O)=O)c1 (centres undefined),5%,5%
CCc1cc2c(CN3CCN(c4ccc(F)cc4)CC3)cc(=O)oc2cc1O,-16%&-5%,-1%&3%
CCC(=O)N1CCN(c2nc(-c3ccco3)c3c(c2C#N)CC(C)(C)SC3)CC1,5%,-7%
COc1ccccc1CNC(=O)C1CCN(C(=O)c2sccc2-n2cccc2)CC1,8%,0%
Cc1nc2cc(NC(=O)c3cccc(F)c3)ccc2o1,-8%,-8%
O=C(CSc1nc(=O)n(CCN2CCOCC2)c2c1CCC2)Nc1cccc(Cl)c1,3%,-6%
CCOC(=O)c1c(NC(=O)/C=C/c2ccc(OC)c(OC)c2)sc(C(C)=O)c1C,14%,4%[57.5 µM]
O=C(NC(NC(=O)c1ccccc1F)c1ccc(Cl)c(Cl)c1)c1ccccc1F,2%,-5%
COc1ccc(CCNC(=O)c2cccc(N3C(=O)CCS3(=O)=O)c2)cc1OC,0%,-1%
CCN1CCN(c2nc(Nc3ccc(C)cc3)c3nccnc3n2)CC1,-3%,0%
Oc1ccccc1C=NCCOCCN=Cc1ccccc1O,-8%,-6%
COc1ccc(CC(=O)N(Cc2ccsc2)C2CC2)cc1,-7%,5%
CN(Cc1ccccc1)c1nc(-c2ccc(F)cc2)cc(C(F)(F)F)n1,u,-16%
CC(Sc1cc(-c2ccccc2)ncn1)C(=O)Nc1ccccc1 (centres undefined),-2%,-1%
CC1=C(c2ccc(C)c(C)c2)S(=O)(=O)N=C1N1CCN(c2cccc(C)c2)C(C)C1 (centres undefined),8%,8%
Cc1ccc(C(=O)C(C)OC(=O)c2c(C)noc2C)cc1 (centres undefined),2%,2%
CC1CCC2(CC1)SCC(=O)N2c1cccc(C(F)(F)F)c1 (centres undefined),-10%,-13%
Cc1ccc(OCc2ccc(-c3nc(C#N)c(NCc4ccccc4Cl)o3)o2)cc1,u,-2%
COc1ccc(C(=O)Nc2oc3ccccc3c(=O)c2-c2cccc(Cl)c2)cc1OC,-5%,-1%
COc1ccc(NC(=O)Cc2ccc(NC(=O)N3CCCCc4ccccc43)cc2)c(OC)c1,-18%,-14%

# (next part)
SMILES,AID inh,UDG counter
COc1ccc(NC(=O)Cn2cc(S(=O)(=O)Cc3ccc(F)cc3)c3ccccc32)cc1OC,102%[activator],50%[activator]
OC1(c2ccc3ccccc3c2)CCN(Cc2ccccc2)C1 (centres undefined),0%,10%
Cc1ccc(CN2C(=O)C3(c4ccccc42)N(c2cccc(F)c2)C(=O)CS3(=O)=O)cc1 (centres undefined),55%[activator],4%
CCc1ccc(OCC2c3cc(OC)c(OC)cc3CCN2C(=O)Cc2ccc(OC)c(OC)c2)cc1 (centres undefined),u,-27%
O=C(Cc1cn2ccsc2n1)Nc1ccc(S(=O)(=O)N2CCCC2)cc1,-7%,0%
Oc1ccc(/C=C(/Cl)c2ncc(-c3ccc(F)cc3)o2)cc1,-4%,-7%
CC(C)(C)C(=O)Nc1ccc2oc(-c3ccccc3)cc(=O)c2c1,9%,7%
CC(=O)c1ccc(N2CCN(C(=O)c3cc4ccc5cccnc5c4[nH]3)CC2)cc1,7%,-3%

# 4 entries from above, reformatted:
Molecule: O=C(Cc1cn2ccsc2n1)Nc1ccc(S(=O)(=O)N2CCCC2)cc1
  AID inh: -7%
  UDG counter: 0%
Molecule: Oc1ccc(/C=C(/Cl)c2ncc(-c3ccc(F)cc3)o2)cc1
  AID inh: -4%
  UDG counter: -7%
Molecule: CC(C)(C)C(=O)Nc1ccc2oc(-c3ccccc3)cc(=O)c2c1
  AID inh: 9%
  UDG counter: 7%
Molecule: CC(=O)c1ccc(N2CCN(C(=O)c3cc4ccc5cccnc5c4[nH]3)CC2)cc1
  AID inh: 7%
  UDG counter: -3%
